Bioassay records from PubChem BioAssay.
NPYLR7 agonist: mosquito NPYLR7 agonism | HEK293T NPYLR7/Galpha15, GCaMP6s calcium fluorescence | activation, % at 10 µM | hit rate 0.15% among 270,000; in the data active = activation above about 40%;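 note: 0% = vehicle and 100% = reference agonist at the receptor; some compounds past the cut are filed as inactive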
hcGAS inh: inhibitors of human cGAS. recombinant h-cGAS, ATP depletion, Kinase-Glo luminescence. inhibition, % at 12.5 µM. Q8N884. hit rate 0.081% among 290,000;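 note: 0% = vehicle reaction and 100% = reaction without DNA for no activity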
Target sequence (Q8N884 whole entry, looked up): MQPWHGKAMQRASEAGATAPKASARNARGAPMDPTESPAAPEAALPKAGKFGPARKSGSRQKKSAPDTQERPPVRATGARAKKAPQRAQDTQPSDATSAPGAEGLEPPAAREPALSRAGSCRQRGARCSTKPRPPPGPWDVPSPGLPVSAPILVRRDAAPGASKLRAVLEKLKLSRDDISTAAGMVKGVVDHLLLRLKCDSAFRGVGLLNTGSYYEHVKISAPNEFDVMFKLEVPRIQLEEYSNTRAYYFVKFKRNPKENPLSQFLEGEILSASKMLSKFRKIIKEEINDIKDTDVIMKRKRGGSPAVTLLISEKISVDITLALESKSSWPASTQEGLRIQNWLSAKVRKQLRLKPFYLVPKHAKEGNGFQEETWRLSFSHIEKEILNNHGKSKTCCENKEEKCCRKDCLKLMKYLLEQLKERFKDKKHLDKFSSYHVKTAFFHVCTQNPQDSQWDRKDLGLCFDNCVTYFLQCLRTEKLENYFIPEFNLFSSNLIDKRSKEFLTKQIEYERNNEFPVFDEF
mcGAS inh: mouse cGAS inhibition by luminescence. hit rate 0.15% among 160,000. Q8C6L5. recombinant cGAS, Kinase-Glo ATP depletion luminescence. inhibition, % at 12.5 µM;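 note: 0% = negative control wells and 100% = reference inhibitor with no enzyme activity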
* hit, by the source's call; . = no result given; & = joins results of further samples. Cut-off read from the data, not from the text of the source, unless noted: active = inhibition above about 40%; inactive = the rest.

SMILES	NPYLR7 agonist	hcGAS inh	mcGAS inh
CC(=O)Nc1ccccc1NC(=O)CNCc1ccc2sccc2c1	11	-1	.
C=CCNC(=O)NC(=O)COC(=O)CCNC(=O)c1ccco1	1	-7	.
CC(C)N(C)c1onc(-c2ccccc2)c1CN(CCN1CCOCC1)C(=O)c1cccc(F)c1	.	-4	-10
O=C1OC(/C=C/c2ccc(Cl)cc2Cl)=NC/1=C\c1ccc([N+](=O)[O-])cc1	-6	-1	1
c1ccc(N2N=C(c3cccs3)CC2c2ccco2)cc1 (stereo not given)	6	-13	.
CN1CCCC2(CCN(C(=O)CCN3CCNCC3)C2)C1=O (stereo not given)	-2	-6	-11
O=C(NCc1cccnc1)c1csc(COc2cccc(Cl)c2)n1	2	-7	-8
CC(C)NC(=O)N1CCCC(c2nnc(Cc3ccccc3)s2)C1 (stereo not given)	-7	-7	-6
CC(C)CCCC1CN(C(=O)c2cc3ccccc3[nH]c2=O)CCO1 (stereo not given)	.	-4	-14
CCc1sc(C(=O)NCC(=O)N(Cc2cccnc2)C2CC2)cc1C	9	-4	.

Next part (two carried over from the part before).
SMILES	NPYLR7 agonist	hcGAS inh	mcGAS inh
CC(C)CCCC1CN(C(=O)c2cc3ccccc3[nH]c2=O)CCO1 (stereo not given)	.	-4	-14
CCc1sc(C(=O)NCC(=O)N(Cc2cccnc2)C2CC2)cc1C	9	-4	.
Cc1sc2nc(CCNC3CCC4(CCNCC4)CC3)[nH]c(=O)c2c1C	.	-5	-7
CN(C)c1ncc(CNCc2cccnc2N2CCCCCCC2)s1	11	-9	.
Cc1cc(C2NC(=O)c3ccccc3N2)c(C)n1CC#N (stereo not given)	-2	4	.
COC(=O)c1cc(Br)ccc1S(=O)(=O)Nc1c(C)cccc1C(C)C	-1	-6	.
CCSCC(=O)N1CCC(n2cnc3ccc(C)cc32)CC1	.	-11	-6
CN(C)CCCn1ccnc1-c1ccnn1-c1ccccc1	7	-2	-10
COC(=O)[C@H](CC1CCCCC1)NC(=O)[C@@H]1C[C@@H](NC(=O)Nc2cccc(F)c2)CCN1C(=O)CCC(=O)O	-5	-9	-8
CN(CCc1ccccn1)Cc1csc2ccc(Cl)cc12	-8	-7	-4
Cc1nc(CS(=O)Cc2ccccc2C(F)(F)F)cs1 (stereo not given)	3	-5	.
Cc1cccn2c(CNC(=O)c3cc(COc4cccc(F)c4)[nH]n3)cnc12	-1	-6	.

Ordered by length of the SMILES (lowest first): some entries from above.
SMILES	NPYLR7 agonist	hcGAS inh	mcGAS inh
CN(C)CCCn1ccnc1-c1ccnn1-c1ccccc1	7	-2	-10
Cc1nc(CS(=O)Cc2ccccc2C(F)(F)F)cs1 (stereo not given)	3	-5	.
c1ccc(N2N=C(c3cccs3)CC2c2ccco2)cc1 (stereo not given)	6	-13	.
CCSCC(=O)N1CCC(n2cnc3ccc(C)cc32)CC1	.	-11	-6
CN1CCCC2(CCN(C(=O)CCN3CCNCC3)C2)C1=O (stereo not given)	-2	-6	-11
O=C(NCc1cccnc1)c1csc(COc2cccc(Cl)c2)n1	2	-7	-8
CC(C)NC(=O)N1CCCC(c2nnc(Cc3ccccc3)s2)C1 (stereo not given)	-7	-7	-6
CCc1sc(C(=O)NCC(=O)N(Cc2cccnc2)C2CC2)cc1C	9	-4	.
CC(C)CCCC1CN(C(=O)c2cc3ccccc3[nH]c2=O)CCO1 (stereo not given)	.	-4	-14
Cc1sc2nc(CCNC3CCC4(CCNCC4)CC3)[nH]c(=O)c2c1C	.	-5	-7
COC(=O)c1cc(Br)ccc1S(=O)(=O)Nc1c(C)cccc1C(C)C	-1	-6	.
Cc1cccn2c(CNC(=O)c3cc(COc4cccc(F)c4)[nH]n3)cnc12	-1	-6	.
COC(=O)[C@H](CC1CCCCC1)NC(=O)[C@@H]1C[C@@H](NC(=O)Nc2cccc(F)c2)CCN1C(=O)CCC(=O)O	-5	-9	-8

Next part:
SMILES	NPYLR7 agonist	hcGAS inh	mcGAS inh
COc1cccc(CN2CCNC(=O)C2CC(=O)NCc2ncc[nH]2)c1 (stereo not given)	1	-2	-6
O=C(COc1ccc(Cl)cc1Cl)NN1C(=O)c2cccc3c([N+](=O)[O-])ccc(c23)C1=O	19	1	2
Cc1nc(SCC(=O)N2CCC(O)(CN3CCCC3)CC2)n[nH]1	.	-16	-6
Cc1cc(C)nc(SCc2cc(=O)c(OC(=O)c3ccccc3F)co2)n1	-13	-5	0
CC1(C)CC(Nc2cc(Cl)nc(N)n2)CC(C)(C)N1	-10	-9	.
CN(C)S(=O)(=O)c1ccc(OCCOc2ccccc2F)cc1	2	-4	.
O=C(CCCn1c(=O)oc2ccccc21)Nc1cccc(-c2ccsc2)c1	7	-1	.
CCCCCCCCCCCCCCCCCC(=O)NCC(COP(=O)(O)OCC[N+](C)(C)C)OCC (stereo not given)	-8	-1	-3
Cc1[nH]c2c(C(=O)N3CC[C@H](O)C[C@@H]3C(=O)O)cccc2c1C	-2	-6	-13
CC(=O)Nc1ccc(CN(C)c2c(C)nc3ccc(C(=O)NCCc4ccccn4)cn23)cc1	12	-5	-1
CCCc1cc(=O)[nH]c(-n2nc(C)cc2NC(=O)C(CC)c2ccccc2)n1 (stereo not given)	-7	0	-2
COc1cccc(COC(CN2CCN(C(=O)c3cc(C)n(C)n3)CC2)c2ccc(Cl)cc2)c1 (stereo not given)	7	-5	-7
Cc1ccccc1-c1noc(CN2CCN(CCO)CC2)n1	-1	1	-1
Nc1nnc(SCC(=O)Nc2ccccc2N2CCOCC2)s1	23	-7	.
CCOc1ccccc1N1CCN(C(=O)CN(C)c2nc(Cc3ccc(Cl)cc3)ns2)CC1	-8	0	2
Cc1ccccc1Nc1nc(Cl)nc(N2CCOCC2)n1	7	-6	-6
O=C(CSc1ccc(-c2ccc(-n3ccnc3)cc2)nn1)NCc1ccc(F)cc1	-13	2	1
O=C(NCCOc1ccccc1F)N1CCN(S(=O)(=O)c2ccc(Cl)c(Cl)c2)CC1	-5	7	.
Cc1oc(-c2ccc(OC(C)C)cc2)nc1Cn1c(=O)n(C(C)C)c(=O)c2ccccc21	-2	-3	-7
CC(=O)Nc1ccc(C(C)=O)cc1OCC(=O)Nc1ccc(C(C)=O)cc1	.	-4	-7
O=c1oc2ccc(Br)cc2cc1-c1csc(Nc2ccc(F)cc2)n1	4	-4	-1
Cc1cccnc1CN1CCN(Cc2cnc(N(C)C)s2)CC1	3	-8	-12
COC(=O)c1cc(C(C)C)nc2c1c(-c1ccc(Cl)cc1)nn2C1CCS(=O)(=O)C1 (stereo not given)	1	1	.
COc1ccc(NC2CCCN(C(=O)c3cccc(-c4ccccc4)c3)C2)cc1 (stereo not given)	6	-6	-9
COc1ccc(C(=O)NCc2ccc(NC(=O)C3CC3)cc2)c(OC)c1OC	4	-2	.
CC1(C)OCC(CN2C(=O)c3ccccc3NC2c2c[nH]c3cnc(OCc4ccccc4)cc23)O1 (stereo not given)	-1	-3	-3
CN(C(=O)c1cc2cccnc2n(Cc2ccc(F)cc2)c1=O)C1CCCCC1	15	-12	.
O=C1c2ccccc2-n2c1nc1ccccc1c2=O	3&13	-6&-7	-4&3
O=C(C1CC1)N1CCN2C[C@@H](CO)[C@H](c3ccccc3)[C@H]2C1	10	-11	-1
CCC(C)C(NS(=O)(=O)c1ccc2ccccc2c1)C(=O)Nc1nnc(-c2ccc(C)cc2)s1 (stereo not given)	22	-11	-7
CCOC(=O)c1nn(-c2ccc(F)cc2)c(=O)cc1N1CCC2(CC1)OCCO2	9	-2	.
O=S(=O)(c1ccc(C(F)(F)F)cc1Cl)N1CCN(c2c(-c3ccccc3)cnc3ncnn23)CC1	.	-2	2
CC(C)/C=C1\CCCCC1N(C)C(=O)NC(C)C (stereo not given)	.	-17	-6
CC(c1ccc(F)c(F)c1)N(C)C(=O)Nc1ccccc1N1CCCC1 (stereo not given)	3	-7	-7
Clc1ccc(CN2COc3cc4c(cc3C2)OCO4)cc1	3	-4	.
CCC1CN(C(C)=O)CCC1NC(C)C(=O)NC(C)(C)C (stereo not given)	3	3	.
CN(C)CCNc1ccc2c(-c3ccccc3F)noc2n1	1	-10	-6
O=S(=O)(NCCc1csc2nc(-c3cccs3)nn12)c1cc(F)ccc1F	0	-4	-6
CC(C)c1nnsc1CNC(=O)CN1CCC(N(C)C)C1 (stereo not given)	.	3	0
CCCN(Cc1cc(NC(=O)C2CC2)ccc1N(C)C)C(=O)NC(C)C	.	0	-8
Cc1cccc(NC(=O)CSc2nc3c(c(=O)n2Cc2ccccc2)SCC3)c1C	-2	-4	-7
O=C(Cn1nnc2sc3c(c2c1=O)CCCC3)NCc1ccco1	0	-2	.
CC(C)Oc1ccc(CNCc2cscn2)c(C(F)(F)F)c1	2	-13	.
COC(=O)C1CSc2[nH]c(=O)sc2C1c1ccc(OC)c(OC)c1 (stereo not given)	16	-6	-4
CC1CN(c2nc(Cc3ccc(Cl)cc3)ns2)CCN1C(=O)Nc1ccc(F)cc1F (stereo not given)	12	-6	-6
COC(=O)c1ccc(CN(Cc2ccco2)CC2CCCO2)o1 (stereo not given)	-6	-6	.
CCN(C1CCN(C(=O)c2ccccc2Cl)CC1)S(C)(=O)=O	0	-10	.
C=CCOc1cccc(/C=N\Nc2nc(C)cc(COC)c2C#N)c1	2	-3	-4
Cc1cc(F)ccc1S(=O)(=O)Nc1cc(Cl)ccc1Sc1nncn1C	1	-9	-6
Cn1c(=O)cc2c3c(c(Br)ccc31)C(=O)c1ccccc1-2	-1	-2	.

Continued.
SMILES	NPYLR7 agonist	hcGAS inh	mcGAS inh
O=C(CCc1ccc(S(=O)(=O)N2CCCCC2)cc1)N1CCC(c2ccc(O)cc2)CC1	12	-6	.
COc1ccc2[nH]c(-c3nn4c(C(C)C)nnc4s3)cc2c1	5	-7	.
O=S(=O)(c1ccc(C2CCCCC2)cc1)N1CCCC1c1nnc2ccccn12 (stereo not given)	0	-8	-5
Cc1ccc(-c2ccc(SCC(=O)N3CCc4ccccc43)nn2)cc1	3	2	-8
CC(C(=O)Nc1ccccc1)N1C(=O)CC2(CCCC2)C1=O (stereo not given)	3	-6	-14
CCOC(=O)C1(CC2CC2)CCN(Cc2cn(CC(N)=O)c3ccccc23)CC1	5	-11	.
O=C(Nc1cc(-c2ccccc2)nn1-c1cccc(F)c1)c1ccc(F)c(Cl)c1	9	-10	-6
CCOc1ccc(S(=O)(=O)NCCn2nc(-c3ccccc3)ccc2=O)cc1	11	-7	-11
COc1cccc(-c2nnc(NC(=O)C3CCCN3C(=O)Nc3cccc(C)c3C)s2)c1 (stereo not given)	12	-2	-1
CC1(Cc2cc(Cl)ccc2C(F)(F)F)C(=O)Nc2c(Cl)cccc21 (stereo not given)	4	1	-2
Cc1nc2ncnn2c(N2CCN(S(=O)(=O)c3ccc(Br)cc3)CC2)c1Cc1ccccc1	29	2	-5
Cc1cc(C)n2ncc(CN(C)C(C)c3ccccn3)c2n1 (stereo not given)	-2	1	.
O=C(c1ccc2ncsc2c1)N1CCC(n2cnc3ccccc32)CC1	6	-4	-7
CN(CCc1nc2ccccc2[nH]1)C(=O)c1cccc(-n2cccn2)c1	2	1	.
Cc1cccc(-n2nc(C(=O)NC3CC3)c(=O)n(Cc3cccc(C(F)(F)F)c3)c2=O)c1	8	-3	-4
O=C(CSc1nc2ccccc2n1Cc1ccccc1)c1ccc(Br)cc1	2	-1	1
Cc1nn(C)c(Cl)c1CNCc1cccc(CN2CCOCC2)c1	4	-5	.
O=c1[nH]c(-c2sc3ccccc3c2O)nc2cc(Cl)ccc12	1	3	.
CCOc1ccc(-c2nc(COC(=O)c3nnn(-c4ccc(F)cc4)c3C)c(C)o2)cc1OC	9	-8	-9
Cc1ccccc1NC(=O)CSc1nc(N)c(NC(=O)c2ccc(C(F)(F)F)cc2)c(=O)[nH]1	2	-6	-7
CCc1ccc2oc3c(c(=O)c2c1)C(c1cccc([N+](=O)[O-])c1)N(c1cc(C)on1)C3=O (stereo not given)	1	-8	.
CC(C)(C)c1cc2nc(-c3ccc(F)cc3)cc(C(=O)NCc3ccncc3)n2n1	3	-3	-7
CCN1CCCC1CN(CC1CCN(CCOC)CC1)C(=O)c1ccsc1 (stereo not given)	3	-10	.
CC(=O)Nc1ccc(NC(=O)c2nn(C)cc2Br)cc1	-13	-5	-5
Cc1cccc(N=Nc2c(C)nn(-c3ccccc3)c2N)c1C	4	-5	.
COc1ccc(CC(=O)Nc2ccc(C3SCC(=O)N3c3cc(C)ccc3F)cc2)cc1 (stereo not given)	11	-5	-4
N=C(N)SCCS(=O)(=O)CCO	8	-14	.
CCOc1ccc(C(C)NC(=O)CN2C(=O)NC3(CCCCC3)C2=O)cc1 (stereo not given)	15	-5	-6
CCOC(=O)N1CCC(NC(=O)C2(c3ccccc3C)CCOCC2)CC1	12	-11	-16
COC(=O)C1=C(C)NC2=C(C(=O)CC(c3ccccc3Cl)C2)C1c1ccc(N(C)C)cc1 (stereo not given)	-3	0	-2
CCCN(CC(=O)N(CCc1ccc(OC)c(OC)c1)Cc1sccc1C)C(=O)Nc1ccc(C)c(C)c1	-2	-7	-4
CC1(O)N(CCC#N)C(=O)OC12CCCCC2 (stereo not given)	-3	-2	-4
COCC(C)n1c(SCCc2ccccc2)nc2ccccc2c1=O (stereo not given)	-1	-7	-8
O=S(=O)(c1cc(Cl)ccc1Cl)N(Cc1ccco1)C(F)F	7&-7	-6&-6	-15
COc1nc(-c2cccc(C(F)(F)F)c2)n(-c2cccc(NC(=O)CC(C)C)c2)n1	21	-3	-5
COc1ccccc1NC(=O)CSc1nc(=O)n2cc(C)ccc2n1	2	-10	-9
CCOC(=O)C(c1cc(OC)ccc1OC)C1C=CC(NC(=O)c2cccc(OC(F)(F)F)c2)C1 (stereo not given)	5	-2	-4
Cc1c(CN2CCCC(N3CCc4ccccc4C3)C2)c(=O)n(-c2ccccc2)n1C (stereo not given)	.	-6	-11
c1cnn(Cc2ccc(CN3CCC4(CCNCC4)C3)cc2)c1	5	-5	.
Cc1nc2c(c(N3CCCCC3)n1)CN(C(=O)Nc1ccc(Cl)cc1Cl)CC2	10	-3	-5

Hits appear at their usual frequency. Share with any hit: about 0.29%.
